Tb PGK inh: blocks T. brucei phosphoglycerate kinase | PGK/GAPDH coupled, Kinase-Glo luminescence, 60 min | Potency, µM (series often up to 57.5 µM), for inactives: at the top dose activity change, negative = inhibition, most hits filed as inhibitors | 380,000 tested, 0.043% active; further: potency means the concentration at half of the fitted maximal effect; on the % scale 0 is the no-effect control and ±100 the full control effect; nearly all actives have a fitted effect of over 60% in size
Target sequence (P07378 whole entry, looked up): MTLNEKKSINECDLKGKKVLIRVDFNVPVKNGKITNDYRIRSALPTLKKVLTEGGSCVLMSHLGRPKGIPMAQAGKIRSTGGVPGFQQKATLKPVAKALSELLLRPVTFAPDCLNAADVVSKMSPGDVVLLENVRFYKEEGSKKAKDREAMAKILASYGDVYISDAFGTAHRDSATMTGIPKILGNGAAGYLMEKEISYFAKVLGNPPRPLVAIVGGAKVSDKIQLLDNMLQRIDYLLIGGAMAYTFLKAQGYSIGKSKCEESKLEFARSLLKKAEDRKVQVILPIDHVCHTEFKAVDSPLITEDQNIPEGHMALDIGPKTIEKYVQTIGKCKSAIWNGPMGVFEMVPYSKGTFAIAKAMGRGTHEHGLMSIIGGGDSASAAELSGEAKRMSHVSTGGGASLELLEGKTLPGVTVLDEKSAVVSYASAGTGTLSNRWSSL
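Recombinant glycosomal PGK reaction used 1,3-bisphosphoglycerate generated in-well by GAPDH (100nM final) in 100mM TEA pH 7.6, 5mM MgCl2, 0.01% Tween-20. After 60 minutes at room temperature, ATP was read by Kinase-Glo Plus luminescence end-point.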
GLS inhibitor: blocks human kidney-isoform glutaminase activity; 410,000 tested, 0.21% active; O94925; Potency, µM (top dose mostly 45.5 µM), for the others: at the highest dose activity change, negative = inhibition, actives largely listed as inhibitors; GLS enzymatic activity, qHTS titration; further: potency means the concentration at half of the fitted maximal effect; on the % scale 0 is the no-effect control and ±100 the full control effect
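hKGA; 45 mM KH2PO4 pH 8.2 + 0.02% Tween-20; cpd via pin tool; 1 mM Gln soln; GluOx/HRP/Amplex Red; RT 30 min; fluor. t0 & final.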
JMJD2A Tudor: blocks the human JMJD2A Tudor domain; AlphaScreen JMJD2A-Tudor / H3K4me3 peptide binding; Potency, µM (series often up to 114 µM), for the others: at the highest dose activity change, negative = inhibition, usual class: inhibitors; 390,000 tested, 4.4% active; further: potency means the concentration at half of the fitted maximal effect; on the % scale 0 is the no-effect control and ±100 the full control effect; nearly all actives have a fitted effect of over 50% in size
G9a block: blocks human histone lysine methyltransferase G9a | Potency, µM (titrated, usually from 102 µM), without a hit: at the highest dose activity, negative = inhibition, usual class: inhibitors | Q96KQ7 | AID 504332 | 350,000 tested, 8.8% active | G9a H3K9 monomethylation, AlphaScreen, 2 h; further: potency means the concentration at half of the fitted maximal effect; on the % scale 0 is the no-effect control and ±100 the full control effect; nearly all actives have a fitted effect of over 75% in size
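G9a (20 nM) preincubated 15 min RT with compounds, then 500 nM biotinylated H3K9 peptide and 20 uM SAM added; 2 h RT reaction. Monomethyl-H3K9 product detected by AlphaScreen with anti-H3K9me1 antibody, streptavidin donor and anti-rabbit IgG acceptor beads.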
Pin1 inhibitor: inhibitors of human Pin1. Q13526. AID 504891. Pin1 FP peptide displacement, HiFluor488, 10 min. 390,000 tested, 0.009% active. Potency, µM (doses to about 115 µM), inactives show top-dose activity, negative = inhibition, hits mostly inhibitors; active means well fitted inhibition curve with a large enough effect in the polarisation, with a control signal flat, not every such curve was filed as active; inconclusive means small, poorly fitted or top-dose-only effect, or effect the other way, or a change in a side signal; inactive means no such curve, though single readings can be large or run the other way; the % refers to the polarisation; further: potency means the concentration at half of the fitted maximal effect; on the % scale 0 is the no-effect control and ±100 the full control effect
Pol eta inh: blocks human DNA polymerase eta activity; Q9Y253; recombinant Pol eta, fluorescent DNA replication assay; Potency, µM (titrated, usually from 114 µM), inactives show at the top dose activity change, negative = inhibition, most hits filed as inhibitors; 390,000 tested, 1.2% active; AID 588591; further: potency means the concentration at half of the fitted maximal effect; on the % scale 0 is the no-effect control and ±100 the full control effect
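Fluorescent replication assay: 50 nM final substrate added after a 15 min room-temperature compound preincubation with 10 nM enzyme. Signal taken at 0 min and again at 10 min.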
BAZ2B block: BAZ2B (human) inhibition; 360,000 tested, 4.4% active; AID 504333; Q9UIF8; AlphaScreen BAZ2B-H3K14Ac peptide displacement; Potency, µM (top dose mostly 114 µM), for inactives: top-dose activity change, negative = inhibition, hits mostly inhibitors; further: potency means the concentration at half of the fitted maximal effect; on the % scale 0 is the no-effect control and ±100 the full control effect; nearly all actives have a fitted effect of over 60% in size
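BAZ2B 50 nM plus b-H3(5-23)K14Ac 50 nM, PBS pH 7.4/0.01% Tween-20, 30 min RT; compound added (max 110 uM), 30 min RT; streptavidin donor/Ni-chelate acceptor beads 10 ug/mL final, 20 min dark; AlphaScreen read.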
HP1b chromo inh: inhibitors of HP1-beta chromodomain binding to methylated histone tails. P83916. AlphaScreen HP1-beta / biotin-H3K9me3 peptide binding. Potency, µM (top dose mostly 114 µM), for the others: at the top dose activity change, negative = inhibition, hits mostly inhibitors. 390,000 tested, 0.56% active; further: potency means the concentration at half of the fitted maximal effect; nearly all actives have a fitted effect of over 70% in size; inactives centre near 23
Target sequence (P83916 whole entry, looked up): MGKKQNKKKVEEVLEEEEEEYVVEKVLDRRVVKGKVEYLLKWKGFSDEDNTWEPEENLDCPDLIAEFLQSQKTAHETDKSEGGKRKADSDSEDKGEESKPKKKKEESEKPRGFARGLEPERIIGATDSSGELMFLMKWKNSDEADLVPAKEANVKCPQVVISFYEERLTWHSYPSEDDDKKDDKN
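AlphaScreen: HP1-beta (50 nM) preformed 30 min with biotin-H3(1-18)K9me3 peptide (50 nM) in PBS pH 7.4, 0.01% Tween-20. Compound added for 30 min at RT, then streptavidin donor/nickel chelate acceptor beads (10 ug/mL) for 30 min.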
PI4K2A inh: PI4K2A (human) kinase inhibition; 420,000 tested, 0.13% active; activity change, negative = inhibition, % at 76.9 µM; Q9BTU6; purified PI4K2A, ADP-Glo luminescence, 1 h; active compounds read low; in the data active means activity change below about -50%; inconclusive means mostly about -30% to -49%;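 further: -100% = wells without enzyme as full effect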
Target sequence (Q9BTU6 whole entry, looked up): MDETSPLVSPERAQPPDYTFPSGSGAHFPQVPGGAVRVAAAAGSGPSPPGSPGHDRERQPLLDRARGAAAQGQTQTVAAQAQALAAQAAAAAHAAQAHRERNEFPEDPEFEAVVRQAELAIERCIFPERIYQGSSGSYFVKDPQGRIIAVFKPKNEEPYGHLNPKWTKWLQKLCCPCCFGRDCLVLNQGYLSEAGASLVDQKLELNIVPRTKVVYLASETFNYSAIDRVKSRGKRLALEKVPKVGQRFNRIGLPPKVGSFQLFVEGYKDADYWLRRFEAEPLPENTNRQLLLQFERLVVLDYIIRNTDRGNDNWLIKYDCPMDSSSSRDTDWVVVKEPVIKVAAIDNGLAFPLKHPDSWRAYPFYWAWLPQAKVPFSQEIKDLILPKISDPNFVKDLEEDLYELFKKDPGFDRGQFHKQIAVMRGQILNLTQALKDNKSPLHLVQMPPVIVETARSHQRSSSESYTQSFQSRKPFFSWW
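ADP-Glo luminescence measured ADP generated by PI4K2A enzyme (4 ug/mL before mixing) with 1.2 mM PI substrate (pre-mix) and 300 microM ATP (pre-mix). Tris pH7.5 buffer with MgCl2, Triton X-100; 1 h reaction at ambient temperature.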
* marks the source's active call; other numbers are inactive results; i = inactive; u = inconclusive; x = not tested or not shown; [ ] = remark or other dose. Unless noted, the call rests on the fitted dose curve; in most records, active means well fitted curve in the direction sought with a large enough effect; inconclusive means small, poorly fitted or top-dose-only effect, or another doubt; inactive means no such curve, though single readings can be large; an effect the other way counts as inactive or inconclusive. Not all compounds are listed; rates above refer to the full screens.

No.	SMILES	Tb PGK inh	GLS inhibitor	JMJD2A Tudor	G9a block	Pin1 inhibitor	Pol eta inh	BAZ2B block	HP1b chromo inh	PI4K2A inh
1	Cc1ccc(/C=C2\SC(=S)N(c3cccnc3)C2=O)cc1	-2%	-2%	-24%	-18%	2%	4%	u	15%	0
2	O=C(CCCCn1c(=O)c2ccccc2n(CC(=O)Nc2cccc(C(F)(F)F)c2)c1=O)NCc1ccc2c(c1)OCO2	-8%	2%	-17%	-5%[59 µM]	13%	-18%	1%	11%	-1
3	Cc1cccc(C)c1NC(=O)C1CCCN1C(=O)OC(C)(C)C (centres undefined)	-6%	0%	u	u	1%	-9%	-24%	-16%	-26
4	CC(NC(=O)C12CC3CC(C)(CC(C)(C3)C1)C2)c1ccncc1 (centres undefined)	-5%	-28%	-3%	9%	-1%	-12%	-31%	51%[activator]	-2
5	CCCCN1CNC(=S)N(CCc2ccc(OCC)c(OCC)c2)C1	-1%	-4%	-20%	u	6%	-9%	-26%	6%	2
6	Cn1cccc1C(=O)OCC(=O)Nc1ccc2c(c1)OCO2	-10%	-11%	7%	-37%	-2%	-19%	-23%	15%	9
7	COc1ccc(OCc2cnc(Cl)s2)cc1	11%	4%	28%	127%[activator][59 µM]	-9%	3%	-4%[57.1 µM]	65%	-5
8	COc1cc(/C=C(/C#N)C(=O)Nc2ccc(C)cc2)ccc1Oc1nc(Cl)ncc1F	-9%	8%	-24%	0%[59 µM]	7%	-11%	-4%	10%	8

More results.
No.	SMILES	Tb PGK inh	GLS inhibitor	JMJD2A Tudor	G9a block	Pin1 inhibitor	Pol eta inh	BAZ2B block	HP1b chromo inh	PI4K2A inh
9	C#CCN(C[C@H]1[C@H](OC(=O)NCCCCCC)[C@H](OC(=O)NCCCCCC)C[C@H]2C(=O)N(c3ccccc3)C(=O)[C@@H]12)S(=O)(=O)c1ccc(C)cc1	0%	0%	x	x	x	-6%	x	x	-5
10	Cc1ccccc1NC(=O)CCC(=O)OCC(=O)c1cccc([N+](=O)[O-])c1	-2%	0%	1%	2%	-7%	-17%	-16%	41%[activator]	-3
11	CC(=O)Nc1ccc(NC(=O)CS(=O)(=O)c2cn(CC(=O)N3CCCC3)c3ccccc23)cc1	i	-4%	-10%	40µM*	0%	u	-30%	30%[activator]	2
12	CCC(=O)Nc1ccc(-c2nc(-c3ccccc3)n(CC(=O)N3CCCCC3)n2)cc1	i	-2%	-15%	-2%[12.7 µM]	-2%	-3%	4%	21%	3
13	Cc1ccc(NCC(=O)Nc2ccc(F)c(Cl)c2)cc1S(=O)(=O)N1CCOCC1	-3%	8%	x	x	x	-10%	x	x	1
14	Cc1ccn2c(-c3csc(NCc4ccccc4)n3)c(C)nc2c1	0%	10%	56µM*	5µM*	1%	-9%	32µM*	u	1
15	O=C(NCc1ccccn1)Nc1cccc(F)c1	-9%	1%	-10%	67%[activator]	-5%	-9%	-1%	27%	-3
16	CNC(=S)N(CCc1c(C)[nH]c2ccccc12)Cc1cccnc1	-4%	1%	-11%	-25%	4%	-11%	-36%	-10%	-11

Next section:
No.	SMILES	Tb PGK inh	GLS inhibitor	JMJD2A Tudor	G9a block	Pin1 inhibitor	Pol eta inh	BAZ2B block	HP1b chromo inh	PI4K2A inh
17	CC1CCCCC12NC(=O)N(CC(=O)N1CCN(C(=O)c3cccs3)CC1)C2=O (centres undefined)	i	1%	-5%	16%[2.33 µM]	1%	-6%	-2%	39%	1
18	COc1ccc(NC(=O)Cn2c(-c3ccc(F)cc3)cc(C(C)=O)c2C)c(OC)c1	i	2%	-6%	-3%[59 µM]	-11%	-14%	3%	48%[activator]	1
19	CC(C)(C)N(Cc1ccccc1)C(=O)COC(=O)c1ccc(Br)o1	10%	2%	-10%	-11%[2.33 µM]	-2%	-11%	11%	30%	-1
20	Cc1csc(NC(=O)c2cc(=O)[nH]c3ccc(S(=O)(=O)N4CCOCC4)cc23)n1	-7%	4%	-23%	0%	1%	-2%	-15%	16%	0
21	O=C(COc1ccc2c3c(c(=O)oc2c1)CCC3)N1CCCCC1	-1%	6%	-12%	-1%	-1%	-13%	-7%	4%	4
22	Nn1c(COc2cccc(Br)c2)nnc1SCC(=O)N1CCc2ccccc2C1	2%	-12%	-16%	40µM*	-6%	-16%	-10%	52%[activator]	-1
23	CCOc1ccc(OCC)c(NC(=O)CN(c2ccc(C)cc2)S(=O)(=O)c2c(C)n[nH]c2C)c1	0%	-1%	u	u	-7%	-31%	x	-3%	1
24	Cc1cc(Nc2ccccc2Cl)n2nc(-c3ccco3)nc2n1	-1%	1%	3%	0%[12.7 µM]	8%	7%	-5%	33%	-1

(cont.)
No.	SMILES	Tb PGK inh	GLS inhibitor	JMJD2A Tudor	G9a block	Pin1 inhibitor	Pol eta inh	BAZ2B block	HP1b chromo inh	PI4K2A inh
25	Cc1noc(C)c1S(=O)(=O)Nc1ccc2c(c1)C(=O)N([C@H](C)CO)C[C@@H](C)[C@@H](CN(C)Cc1ccc3c(c1)OCO3)O2	i	15%	-22%	x	-3%	-14%	x	24%	-2
26	CCN(CC)S(=O)(=O)c1cccc2cc(C(=O)O)c(O)cc12	i	-6%	-20%	u	-15%	-6%	-7%	39%	-6
27	CCn1c(SCc2ccc(C#N)cc2)nnc1-c1ccc(S(=O)(=O)N2CCCCC2)cc1	-6%	2%	u	3%[12.7 µM]	0%	-14%	u	28%	-17
28	Cc1ccc(C)c(NS(=O)(=O)c2ccc3[nH]c(=O)[nH]c3c2)c1	-2%	-3%	-9%	5%	-9%	-9%	1%	30%	-1
29	CC(C)CN(C(=O)COC(=O)C12CC3CC(CC(C3)C1)C2)c1c(N)n(Cc2ccccc2)c(=O)[nH]c1=O	i	1%	-10%	-6%[0.501 µM]	-3%	-4%	5%	-5%	1
30	O=C(Cn1cnc2ccccc21)N/N=C/c1ccccn1	-5%	8%	-10%	-1%[0.501 µM]	-1%	-4%	10µM*	23%	6
31	COC(=O)[C@H]1C[C@H](OC(=O)NCC2CCCCC2)[C@@]2(O)CN(S(=O)(=O)c3ccc(C)cc3)CC2[C@H]1C(=O)OC (some centres undefined)	-7%	0%	x	x	x	-25%	x	x	-3
32	COc1ccc(C(=O)c2oc3ccccc3c2NC(=O)c2ccc(F)cc2)cc1	i	-3%	10%	15%[59 µM]	5%	-12%	3%	38%	6

Later entries:
No.	SMILES	Tb PGK inh	GLS inhibitor	JMJD2A Tudor	G9a block	Pin1 inhibitor	Pol eta inh	BAZ2B block	HP1b chromo inh	PI4K2A inh
33	CCOc1ccc(-c2nnn(CC(=O)Nc3ccccc3OC)n2)cc1OCC	x	3%	-9%	15%[2.33 µM]	-2%	-16%	6%	28%	-1
34	CCOC(=O)/C(C#N)=C1/SC(CC)C(=O)N1c1ccc(Br)cc1 (centres undefined)	-6%	4%	-13%	x	1%	-18%	-6%	28%	0
35	O=C(CSc1nnnn1-c1ccc(C(=O)O)cc1)NC1CCCCC1	-6%	-8%	-11%	1%	0%	-15%	2%	25%	-3
36	Cc1cc(C)c(C)c(S(=O)(=O)N(C)C2CCN(C)CC2)c1C	-7%	-5%	-1%	-18%	0%	-4%	-1%	-16%	1
37	Cc1cc(C)cc(NC(=O)CSc2nc3[nH]c(=O)cc(O)c3s2)c1	i	11%	-18%	21%[59 µM]	12%	0%	5%	22%	-3
38	CC12CCC(C/C1=N/NC(=O)Nc1ccccc1)C2(C)C (centres undefined)	-2%	14%	5%	-8%	-11%	3%	-27%	30%	-2
39	O=C(NC1CCCCC1)C(c1ccc(O)c(O)c1)N(C(=O)Cn1nnc2ccccc21)c1cccc(O)c1 (centres undefined)	i	u	-17%	u	1%	-14%	-30%	7%	0
40	COc1cc(-c2nc3cccc(C)n3c2Nc2ccc3c(c2)OCCO3)ccc1O	-6%	1%	-34%	u	1%	-5%	x	-6%	5

Continued, overlapping the part above by 2 compounds.
No.	SMILES	Tb PGK inh	GLS inhibitor	JMJD2A Tudor	G9a block	Pin1 inhibitor	Pol eta inh	BAZ2B block	HP1b chromo inh	PI4K2A inh
39	O=C(NC1CCCCC1)C(c1ccc(O)c(O)c1)N(C(=O)Cn1nnc2ccccc21)c1cccc(O)c1 (centres undefined)	i	u	-17%	u	1%	-14%	-30%	7%	0
40	COc1cc(-c2nc3cccc(C)n3c2Nc2ccc3c(c2)OCCO3)ccc1O	-6%	1%	-34%	u	1%	-5%	x	-6%	5
41	COc1ccccc1-c1c(C)nn2c(N3CCCCCC3)cc(C)nc12	-9%	1%	12%	20%	-4%	-22%	10%	114%[activator]	-5
42	Cc1ccccc1NC(=O)CCCN1C(=O)C2CC=CCC2C1=O (centres undefined)	-6%	2%	-16%	52%	-1%	-22%	1%	25%	5
43	O=S(=O)(c1ccc(-n2cnnn2)cc1)N(C1CCCCC1)C1CCCCC1	-1%	-4%	-17%	16%	-10%	-14%	-2%	11%	-5
44	O=C(CCNC(=O)c1ccc([N+](=O)[O-])cc1)NCCc1ccc(Cl)cc1	-8%	0%	-17%	u	-6%	-11%	-5%	-6%	-18
45	COc1ccc(OC)c(NC(=O)CN2C(=O)COc3ccc(C)cc32)c1	-6%	-1%	-4%	11%	-4%	-7%	-8%	7%	-6
46	Clc1ccccc1Cn1c(-c2cccs2)nc2ccccc21	7%	-1%	19%	7%[59 µM]	-2%	-10%	12%	71%[activator]	1
47	CCOC(=O)C1CCCN(C(=O)c2cnn3c(C(F)(F)F)cc(-c4ccccc4)nc23)C1 (centres undefined)	i	0%	-9%	5%[12.7 µM]	7%	0%	-2%	4%	-10
48	Cc1ccnc(NC(=O)CNC(=O)c2ccc3c(c2)OCO3)c1	4%	10%	3%	x	-4%	1%	-15%	53%[activator]	0

High-throughput results deposited in PubChem BioAssay by National Center for Advancing Translational Sciences (NCATS).
